# M1AAP inhibition: malaria alanyl aminopeptidase activity blockers – biochemical, fluorogenic H-Leu-NHMec substrate, 1536-well (AID 1445); recombinant M1AAP, H-Leu-NHMec fluorogenic kinetic assay; higher % means a stronger effect; inhibition, % at 30 µM, or IC50 in µM where a hit was titrated; actives 0.42% (n = 220,000);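 active means primary inhibition above the hit cutoff, then over 50% inhibition at one or more dose response concentrations, cut at about 23% in these data, passing the limit was not always enough; inconclusive means conflicting primary data, or primary hits not chosen for dose response; inactive means low primary inhibition, or under 50% at every dose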;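 further: plate controls were DMSO full reaction for no effect and no enzyme background for full effect; strong numbers were not always called active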
# M17LAP inhibition: P. falciparum M17LAP inhibitors, primary screen, biochemical, fluorogenic H-Leu-NHMec substrate, 1536-well (AID 1619); recombinant M17LAP, H-Leu-NHMec fluorogenic kinetic assay; higher % means a stronger effect; one-dose inhibition, % at 30 µM; IC50 in µM for titrated hits; actives 0.38% (n = 220,000);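 active means compound inhibiting the enzyme by more than half at any dose during confirmatory dose-response retesting; inconclusive means strong single-dose inhibitors picked by rank but not retested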;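 further: plate controls were full reaction with DMSO carrier for no effect and no enzyme background for full effect; strong numbers were not always called active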
# XIAP antagonists: small molecules displacing peptide from XIAP – biochemical, IAP family, fluorescence polarization (AID 1018). XIAP BIR domain, fluorescence polarization peptide displacement; higher % means a stronger effect. actives 0.007% (n = 200,000). displacement, % at 20 µM, or IC50 in µM where a hit was titrated; in the data active means displacement above about 50%; further: a part of the inactive calls stands beside numbers as strong as those of hits
# PMI inhibition: human PMI inhibitors, high substrate, primary screen, biochemical, fluorescence intensity, high mannose 6-phosphate (AID 1220); recombinant PMI enzyme, coupled fluorescence intensity; higher % means a stronger effect; actives 0.66% (n = 190,000); one-dose inhibition, % at 20 µM; IC50 in µM for titrated hits
# Dynein cargo inh: dynein cargo transport inhibition; actives 0.47% (n = 220,000); z-score, hits read low; 3617.4 mouse cells, GR-EGFP nuclear translocation imaging; test concentration mostly 20 µM; stimulated with dexamethasone, 1 µM; active compounds read low;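 active means plate z-score of nuclear minus cytoplasmic receptor signal below a set negative limit, without overly bright fluorescence or cell loss, cut at about -3.5 in these data, passing the limit was not always enough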;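 further: z-score of nuclear minus cytoplasmic ring GR-EGFP intensity difference per well; some compounds called inactive have numbers as strong as hits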
#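 Buffer or medium: tet-free medium with charcoal-stripped serum / Also added: dexamethasone agonist, 1.0 µM final, for 30 min / Timing: induction 48 h, compound 1 h, agonist 30 min / Measured by: high-content fluorescence imaging after fixation / Read-out: nuclear-to-cytoplasmic GR-EGFP distribution per well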
# LYP phosphatase: PTPN22 lymphoid phosphatase activity blockers – biochemical, fluorescence intensity, uHTS (AID 1779); one-dose inhibition, % at 11.5 µM; IC50 in µM for titrated hits; actives 0.054% (n = 290,000); recombinant LYP phosphatase, fluorescence intensity; higher % means a stronger effect;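 further: plate controls were vehicle with enzyme for no effect and no enzyme for full effect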
# SIAH1 antagonists: Siah-1 peptide-binding antagonists, primary screen, biochemical, fluorescence polarization, rhodamine-plectin, uHTS (AID 1817); actives 0.02% (n = 290,000); Siah-1 / rhodamine-plectin peptide fluorescence polarization; higher % means a stronger effect; one-dose displacement, % at 20 µM; IC50 in µM for titrated hits;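 active means displacement of at least 50% at 20 µM, with a fluorescence ratio check between 0.3 and a set limit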;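 further: plate controls were Siah plus tracer with DMSO for no effect and tracer alone without Siah for full effect; strong numbers were not always called active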
# AID2073: inhibitors of Mint1-CaV2.2 protein interaction, biochemical, HTRF (AID 2073); inhibition, % at 20 µM; hits with a dose series show IC50 in µM; actives 0.19% (n = 290,000); HTRF protein-protein interaction, Mint1-CaV2.2; higher % means a stronger effect; in the data active means inhibition mostly above about 51%, no sharp cut-off; inconclusive means no clear call, values can overlap the other calls; inactive means mostly below about 53%; further: some results filed as inactive read as strong as hits
# human PMI inhibition: MPI enzyme activity inhibition – biochemical, fluorescence intensity, coupled assay, primary screen (AID 1209) | purified PMI enzyme, coupled fluorescence intensity; higher % means a stronger effect | one-dose inhibition, % at 20 µM; IC50 in µM for titrated hits | actives 0.42% (n = 190,000);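 further: plate controls were DMSO vehicle for no effect and wells lacking substrate for full effect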
# Dynein cargo inh cytoplasmic EGFP: second read-out of Dynein cargo inh, no call of its own (marks repeat the call); z-score; measured here: cytoplasmic GR-EGFP intensity; active compounds read high
# Dynein cargo inh nuclear GR-EGFP: recorded beside Dynein cargo inh, whose call it bears; z-score; measured here: nuclear GR-EGFP intensity;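 lower value marks the stronger effect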
# Dynein cargo inh cell count: second read-out of Dynein cargo inh, no call of its own (marks repeat the call); z-score; measured here: cell count per field
# Numbers without * were called inactive; ? = inconclusive; . = no result given. Unless noted, no stated cut-off is given here; in the data, active means inhibition above about 50%; inactive means the rest.
item	SMILES	M1AAP inhibition	M17LAP inhibition	XIAP antagonists	PMI inhibition	Dynein cargo inh	Dynein cargo inh cytoplasmic EGFP	Dynein cargo inh nuclear GR-EGFP	Dynein cargo inh cell count	LYP phosphatase	SIAH1 antagonists	AID2073	human PMI inhibition
1	COc1cc(/C=N/NC(=O)Cn2nc([N+](=O)[O-])cc2C)cc(Br)c1OCc1ccccc1	10%	3%	-11%	-2%	-0.53	-0.11	0.028	0.56	-2%	-4%	6%	9%
2	CC(C)OCCCNc1ncc2c(n1)CC(c1ccccc1)CC2=O (stereo unspecified)	-4%	2%	-2.2%	53%*	0.24	-0.18	-0.44	-0.57	0%	-5%	8%	20%
3	Cn1c(=O)n(C)c2cc([N+](=O)[O-])c(N3CCN(S(=O)(=O)c4ccc(C(C)(C)C)cc4)CC3)cc21	1%	-2%	-9.8%	17%	1.4	-0.46	0.44	-0.33	15%	0%	16%	18%
4	Cc1ccc(S(=O)(=O)Oc2ccccc2/C=N/NC(N)=S)cc1	6%	4%	-6.9%	2%	-0.29	-0.22	0.063	0.87	-1%	3%	-20%	9%
5	NC(=O)C(c1ccc(Cl)cc1)c1ccc(Sc2ccc(Cl)cc2)nn1 (stereo unspecified)	5%	5%	-0.7%	3%	-0.94	0.014	-0.63	1.2	7%	3%	4%	4%
6	CC(C)(C)c1ccc(CN(Cc2ccco2)Cc2nnnn2C2CCCC2)cc1	0%	10%	-1.7%	11%	0.55	-0.21	1.3	-0.61	2%	2%	2%	16%
7	Cc1oc(-c2ccc3c(c2)OCCO3)cc1C(=O)NC(Cc1ccccc1)C(=O)O (stereo unspecified)	8%	17%	-1.2%	-14%	-0.99	-0.24	-0.51	0.82	0%	11%	28%	-12%
8	CCn1c(CC(=O)Nc2ccc(C)cc2)nnc1SCC(=O)NCCc1ccccc1	8%	15%	-0.2%	-8%	-0.67	-0.19	-0.97	0.76	-5%	1%	-7%	-7%
9	CC(Cl)C(=O)Nc1cc(C(F)(F)F)ccc1N1CCOCC1 (stereo unspecified)	-2%	3%	18%	-7%	-0.62	-0.35	-0.4	1.5	-4%	6%	-2%	-6%
10	Cc1c(C(=O)Nc2ccc(Cl)cc2)c2ccccn2c1C(=O)c1ccc(F)cc1	7%	1%	-2.4%	-4%	-0.16	0.22	0.22	0.67	0%	1%	15%	-2%
11	O=c1[nH]c(SCc2cccc(Cl)c2)nc2[nH]ncc12	11%	21%	-3.7%	-8%	-0.14	-0.19	-0.4	0.8	-8%	24%	12%	-5%
12	COCCn1c(Cc2cccn2C)nnc1SCC(=O)Nc1nccs1	5%	4%	-6.9%	9%	2.5	-0.2	1.4	-1.3	-8%	3%	2%	-4%
13	Cc1[nH]c(=O)[nH]c(=O)c1/C=N/NC(=O)[C@H](CC(C)C)NC(=O)OC(C)(C)C	0%	6%	0.3%	9%	-0.29	-0.21	-0.27	0.73	4%	2%	8%	10%
14	O=C(COC(=O)CCC(=O)Nc1nccs1)NCc1ccco1	10%	1%	-5.5%	-3%	1.9	-0.16	1.1	-1.5	-5%	-2%	-5%	1%
15	COc1ccc(F)c(C2C(C#N)=C(N)Oc3n[nH]c(C(C)(C)C)c32)c1 (stereo unspecified)	-1%	6%	-7.0%	9%	-1.5	6.2	0.55	0.2	2%	-1%	3%	12%
16	COC(=O)N/N=C1\CCCc2c(C)cc(C)cc21	0%	4%	-3.4%	-7%	-0.1	-0.22	0.12	-0.23	-2%	4%	-4%	-9%
17	O=C(/C=C/c1cccc(F)c1)N1CCc2ccccc21	0%	-6%	-3.9%	41%	-0.43	-0.23	-0.54	0.93	-6%	22%	10%	15%
18	Fc1ccc(-c2cc(C(F)(F)F)nc(-n3cncn3)n2)cc1	4%	-8%	-1.1%	9%	-0.68	0.35	-0.33	0.054	5%	16%	?	9%
19	O=C(Nc1ccccn1)c1ccc2nc(-c3ccccc3)c(-c3ccccc3)nc2c1	10%	5%	-9.8%	-2%	-0.59	-0.22	-0.51	0.49	13%	1%	13%	0%
20	CCOc1ccc(NC(=O)CN(C)S(=O)(=O)c2ccc3c(c2)CCC(=O)N3)cc1	2%	2%	.	.	0.4	-0.16	0.64	0.73	-13%	-4%	-3%	.
21	Cc1ccc(C)c(C(=O)C(C)OC(=O)c2cccn2C)c1 (stereo unspecified)	-11%	-5%	1.0%	0%	-0.58	-0.18	-0.25	0.9	-13%	1%	-6%	-2%
22	COc1ccc(N/C=C2/CCCCC2=O)cc1	11%	25%	-11%	16%	0.4	-0.25	0.42	-0.54	-6%	-6%	-18%	18%
23	O=C(Nc1ccc(S(=O)(=O)N2CCc3ccccc32)cc1)c1ccco1	3%	-13%	-3.7%	-11%	-0.42	-0.2	0.079	-0.22	-6%	2%	7%	3%
24	O=[N+]([O-])c1ccc(O)c2cccnc12	8%	12%	-9.2%	44%	0.4	-0.25	0.086	-0.49	4%	-1%	24%	-10%
25	Cc1ccc(Cn2c([N+](=O)[O-])cnc2C)cc1	-3%	9%	-9.2%	1%	-0.5	-0.22	-0.5	0.38	-2%	4%	-8%	8%
26	CN(CC(=O)N1CCc2ccccc21)S(=O)(=O)c1cccc2cccnc12	1%	-12%	-6.0%	2%	1.4	-0.16	0.88	-0.45	-2%	1%	9%	-2%
27	O=C(Nc1nc2cc3c(cc2s1)OCCO3)C1=COCCO1	3%	6%	.	.	0.068	-0.25	-0.015	0.62	-2%	6%	17%	.
28	CCn1c(CS(=O)Cc2ccc(Cl)cc2Cl)nnc1SCc1c(Cl)cccc1Cl (stereo unspecified)	1%	1%	-2.9%	12%	0.62	-0.053	-0.27	0.55	2%	-3%	-1%	14%
29	Cc1nn(-c2ccccn2)c2c1C(=O)CC(C)(C)C2Br (stereo unspecified)	-2%	-3%	.	.	-1.4	-0.22	-0.69	0.59	-6%	2%	-14%	.
30	CC(C)(C)NC(=O)Cn1nnc(-c2ccc(Cl)cc2)n1	-2%	0%	-6.3%	0%	-0.65	-0.18	-0.21	0.43	-12%	-4%	-6%	-2%
31	O=C(CS(=O)(=O)Cc1ccccc1)NCC1CCCO1 (stereo unspecified)	5%	8%	-1.7%	8%	0.11	-0.26	0.18	0.98	-1%	-1%	9%	10%
32	O=C(N/N=C/c1c[nH]c2ccccc12)C1CC1(c1ccccc1)c1ccccc1 (stereo unspecified)	1%	5%	-4.4%	11%	2.5	-0.0026	1.6	-1.8	2%	1%	5%	21%
33	Cc1cccn2c(=O)c(/C=C(\C#N)C(=O)NCc3ccco3)c(N3CCOCC3)nc12	7%	2%	.	.	-1.4	0.52	-0.63	0.95	-16%	34%	16%	.
34	Cc1ccc(C(c2nnnn2C2CCCCC2)N(C)C2CCCCC2)cc1 (stereo unspecified)	7%	0%	-2.2%	7%	-0.66	0.071	-0.36	0.68	0%	2%	6%	8%
35	CN(Cc1ccccc1)C(=O)c1ccc2c(c1)NC(=O)C(N1CCOCC1)S2 (stereo unspecified)	-9%	-3%	.	5%	2.3	-0.051	1.2	-1.1	-5%	7%	1%	0%
36	CCOC(=O)CCNC(=O)N1CCCC(C(=O)c2ccc3c(c2)OCO3)C1 (stereo unspecified)	8%	1%	-4.8%	8%	-0.2	-0.33	-0.3	0.7	-8%	1%	5%	13%
37	COC(=O)/C(=C1/Oc2cc(C)oc(=O)c2S1)C(F)(F)F	-2%	-7%	-5.1%	6%	-3.1	0.59	-1.9	0.27	-4%	2%	13%	5%
38	NC(=O)C[n+]1cccc(/C=N/O)c1	-1%	-4%	-5.1%	11%	2.4	-0.096	1.3	-1.6	-8%	1%	-12%	8%
39	FC(F)(F)c1cccc(N2CCN(Cc3ccoc3)CC2)c1	7%	9%	-4.2%	1%	-0.19	0.13	-0.076	0.31	-6%	0%	-8%	10%
40	O=[N+]([O-])c1cccc(C2=NCCC(c3ccccc3)O2)c1 (stereo unspecified)	-4%	0%	2.0%	2%	3.8	0.046	2.2	-1.7	-10%	-14%	6%	-3%
41	CSc1nc(N2CCOCC2)c2c(c1C#N)CCCCC2	9%	-4%	-0.6%	17%	-0.33	-0.19	0.12	-1.1	1%	2%	9%	17%
42	COc1ccc(OCC(=O)N2CCN(C(=O)COc3ccccc3)CC2)cc1	22%	-5%	-4.0%	5%	-0.62	-0.27	-0.57	-0.26	-9%	-1%	4%	7%
43	CC(C)NC(=O)c1ccc(CNC(=O)OCC(F)(F)F)cc1	-3%	-9%	-2.5%	-10%	1.6	0.055	1.3	-1.9	-9%	0%	5%	-11%
44	CC(=O)NCCn1c(SCC(=O)NCc2ccco2)nc2ccccc2c1=O	3%	-2%	-2.1%	-6%	-1.8	-0.32	-0.62	2.2	0%	1%	5%	-8%
45	CC1CCCC(C)N1C(=O)CSc1nnc(-c2c[nH]c3ccccc23)o1 (stereo unspecified)	4%	4%	-3.8%	5%	0.38	-0.36	0.5	0.087	-2%	-3%	0%	8%
46	Cc1ccc(-c2cc(C(F)(F)F)n3ncc(C(=O)N4CCCCC4c4cccnc4)c3n2)cc1 (stereo unspecified)	6%	23%	-9.9%	-9%	1.1	-0.27	0.96	-1.1	-8%	2%	12%	-18%
47	CCOc1cc(C=C2C(=O)c3ccccc3C2=O)ccc1OCC(=O)Nc1ccc(C)cc1	3%	6%	-6.9%	12%	0.17	0.13	0.35	-0.26	-3%	3%	7%	8%
48	COc1ccc(-c2noc(COc3ccc(Cl)c(C)c3)n2)cc1	10%	-8%	3.4%	18%	-0.47	-0.14	-0.013	-0.48	3%	5%	1%	12%
49	COc1ccc(Cn2c(-c3ccc(OC)cc3)nc3c(c(=O)c4ccccc4n3C)c2=O)cc1	0%	5%	-3.4%	-2%	0.065	-0.25	-0.13	0.13	-2%	21%	11%	4%
